Platelet DG rel – modulates dense granule release in human platelets. AID 1663. 300,000 compounds, 0.22% hits. inhibition, %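 (compounds screened at 7.5 µM in platelet-rich plasma)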. human platelet-rich plasma, SFLLRN dense granule ATP release, luminescence;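 active = mean replicate score, as percent of positive control, at or above 50; inconclusive = mean below 50 but at least one replicate at or above 50; inactive = mean and every replicate below 50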
KCNQ1 inh – human KCNQ1 channel inhibition; AID 2642; P51787; CHO-K1 KCNQ1, FluxOR thallium flux fluorescence; stronger effect = higher value; 310,000 compounds, 1.3% hits; B-score at 10 µM;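 active = compounds whose thallium flux B-score, printed positive for inhibition, exceeds three library SD while starting fluorescence stays within three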;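 also: channel opened by potassium depolarization with thallium stimulus after 20 min compound exposure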
Target sequence (P51787 whole entry, looked up): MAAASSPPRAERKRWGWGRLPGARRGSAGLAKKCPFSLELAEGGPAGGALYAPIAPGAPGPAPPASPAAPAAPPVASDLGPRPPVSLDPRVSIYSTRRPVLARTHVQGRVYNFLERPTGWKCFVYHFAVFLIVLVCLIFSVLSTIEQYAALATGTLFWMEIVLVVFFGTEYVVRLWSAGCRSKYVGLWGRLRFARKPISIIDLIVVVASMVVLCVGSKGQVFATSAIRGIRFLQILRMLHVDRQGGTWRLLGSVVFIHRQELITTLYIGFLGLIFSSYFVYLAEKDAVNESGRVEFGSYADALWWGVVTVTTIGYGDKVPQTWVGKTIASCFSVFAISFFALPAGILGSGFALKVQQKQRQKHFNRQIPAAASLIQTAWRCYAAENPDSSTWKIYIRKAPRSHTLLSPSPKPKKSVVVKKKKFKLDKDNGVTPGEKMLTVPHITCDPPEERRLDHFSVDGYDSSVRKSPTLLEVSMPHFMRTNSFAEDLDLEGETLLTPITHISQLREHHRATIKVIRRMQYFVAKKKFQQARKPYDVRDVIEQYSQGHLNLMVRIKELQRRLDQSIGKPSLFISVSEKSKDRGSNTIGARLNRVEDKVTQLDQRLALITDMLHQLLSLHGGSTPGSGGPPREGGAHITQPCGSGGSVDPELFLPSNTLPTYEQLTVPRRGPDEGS
KCNQ1 pot – potentiates or activates the human KCNQ1 potassium channel; 310,000 compounds, 0.35% hits; B-score at 10 µM; AID 2648; P51787; CHO-K1 KCNQ1, thallium flux FluxOR fluorescence; stronger effect = higher value;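 active = fluorescence ratio B-score, a plate-corrected score, at least three library SD, with initial intensity B-score within 5 SD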
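System: Stable KCNQ1 CHO-K1 line | Incubation: 90 min dye loading and 20 min compound exposure, both at room temperature | Measure: Ratio B score | Medium: Assay buffer for compound exposure, DMSO matched across wells | Compound dosing: Single-concentration screen | Probe or stimulus: K+/Tl+ depolarizing stimulus | Measured by: Kinetic FluxOR fluorescence, 10 s baseline plus 110 s post-stimulus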
TRPC4 potent – TRPC4 (mouse) allosteric potentiation; Q9QUQ5; HEK293 TRPC4beta/mu-opioid, DAMGO EC20, Fluo-4 Ca2+ flux; stronger effect = higher value; B-score at 10 µM; 310,000 compounds, 0.42% hits;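 active = B-score of calcium response area above 5 SD of library B-scores, with initial fluorescence ratio within 5 SD of library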;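 also: B-score of integrated fluorescence ratio over time as area under calcium response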
hERG protect – hERG (human) protection from proarrhythmic block. Q12809. CHO-hERG, FluxOR thallium flux, dofetilide IC70 present. activation (rescue from dofetilide block), less the hit threshold, % at 10 µM. 310,000 compounds, 0.51% hits. AID 1511;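 active = activation above the mean of controls blocked by dofetilide plus 5 SD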;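 also: thallium influx through hERG after potassium depolarization seen as dye fluorescence rise; in these data hits start at about 4.7%; inactives centre near -7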
DYRK1A inh – Dyrk1A (rat) kinase inhibition; Q63470; ADP-Glo luminescence, NFATc1 peptide; inhibition, % at 12.5 µM; 310,000 compounds, 0.43% hits; in the data active = inhibition above about 50%;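 also: plate controls were vehicle with enzyme for no effect and no enzyme for full effect; many of its hits are not listed in these tables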
TRPC4 block – TRPC4 (mouse) channel inhibition; Q9QUQ5; HEK293 TRPC4beta/mu-opioid, DAMGO-evoked Fluo4 calcium flux; stronger effect = lower value; B-score at 10 µM; 300,000 compounds, 0.39% hits; AID 2247;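 active = B-score over 3 SD under the library average, no early fluorescence shift, positive overall ratio signal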
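Assay system: Stable TRPC4beta/mu-opioid receptor HEK293 cells | Reagent: DAMGO in two steps, submaximal then maximal | Compound dosing: Single concentration per test compound | Signal: Fluo4 Ca2+ flux fluorescence | Evaluation: Per-well B score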
PolyA inh – inhibitors of polyadenylation in S. cerevisiae | S. cerevisiae SKY197-pL101 polyadenylation reporter, beta-gal luminescence; efflux-impaired pdr1/pdr3 knockout yeast; score 100 = 6 SD above DMSO | calls only at 12 µM | 300,000 compounds, 0.02% hits | AID 1875;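 active = lowest replicate activity score at least 50, where 100 means six control SD above control mean; inconclusive = lowest score under 50 but half or more replicates reach 50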;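 also: yeast exposed to compound for 9 h at 30 °C; higher score means more reporter readthrough which indicates perturbed polyadenylation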
TRPC4 act – opens the mouse TRPC4 cation channel; Q9QUQ5; HEK293 TRPC4beta/mu-opioid, Fluo4 calcium fluorescence; stronger effect = higher value; B-score at 10 µM; 310,000 compounds, 0.49% hits; AID 2237;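 active = B-score above 5 SD of library B-scores, and initial fluorescence ratio not above library mean plus 5 SD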;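 also: positive B-score marks a calcium rise read as TRPC4 activation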
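Assay system – TRPC4beta and mu-opioid receptor HEK293 stable cells · Measured by – Fluo4 fluorescence, kinetic · Schedule – dye loading 45 min room temperature, 110 s kinetic read · Read-out – B-scored integrated calcium fluorescence ratio · Controls – buffer and maximal DAMGO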
KCNK9 inh – blocks the human KCNK9 two-pore domain potassium channel; Q9NPC2; HEK293 KCNK9, FluxOR thallium flux fluorescence; stronger effect = lower value; B-score at 10 µM; 310,000 compounds, 1.2% hits;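 active = ratio B-score over 3 SD below the library mean, with starting fluorescence within 5 SD of its mean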;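 also: negative B-score means less thallium flux so channel inhibition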
KCNK3 inh – human KCNK3 channel inhibition, primary screen; O14649; CHO-KCNK3 thallium flux, FluxOR fluorescence; stronger effect = lower value; B-score at 10 µM; 340,000 compounds, 0.84% hits;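 active = B-score under library mean minus 4 SD, starting fluorescence ratio at most library mean plus 5 SD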;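 also: more negative B-score means stronger inhibition of thallium flux through KCNK3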
Target sequence (O14649 whole entry, looked up): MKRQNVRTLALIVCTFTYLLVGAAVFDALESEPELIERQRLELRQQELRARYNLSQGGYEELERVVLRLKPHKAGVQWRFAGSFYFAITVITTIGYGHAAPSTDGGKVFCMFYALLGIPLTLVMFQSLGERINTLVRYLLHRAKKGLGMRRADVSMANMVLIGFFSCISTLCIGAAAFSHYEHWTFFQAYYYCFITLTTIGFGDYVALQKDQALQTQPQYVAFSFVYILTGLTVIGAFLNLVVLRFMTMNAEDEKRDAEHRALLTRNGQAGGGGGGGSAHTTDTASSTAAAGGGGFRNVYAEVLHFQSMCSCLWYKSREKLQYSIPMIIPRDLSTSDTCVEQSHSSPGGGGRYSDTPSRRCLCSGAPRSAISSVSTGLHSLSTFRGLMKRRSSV
The depositor's hits bear a star; i = inactive; u = inconclusive; x = not tested or not shown. The list is partial; count on the stated rates, not on these rows.

SMILES	Platelet DG rel	KCNQ1 inh	KCNQ1 pot	TRPC4 potent	hERG protect	DYRK1A inh	TRPC4 block	PolyA inh	TRPC4 act	KCNK9 inh	KCNK3 inh
O=C(NCCc1ccc(Cl)cc1)C1CCC(=O)N1C1CCCC1 (configuration not stated)	-7.2	i	i	i	-4.8	-0.4	i	i	i	i	i
CCN(CC)CCOc1ccccc1OC	0.3	i	i	i	-10.6	-5.9	i	i	i	i	i
CC(C)Cn1c(N)c(C(=O)CSc2nccn2C)c(=O)n(C)c1=O	9.7	i	i	i	-9.1	2.3	i	i	i	i	i
Cc1cc(NC(=O)c2cccs2)ccc1NC(=O)Cc1ccccc1	-10.4	i	i	i	-3.7	-0.3	i	i	i	i	i
CC(C)n1c(C(F)(F)F)nc2cc(C(=O)N3CCCCC3)ccc21	8.7	i	i	i	0.5	-16.1	i	i	i	i	i
Cc1ccnc(NS(=O)(=O)c2ccc(CC(C)C)cc2)c1	9.6	i	i	13*	-4.4	35.0	i	i	i	i	i
Cn1c(=O)oc2cc(S(=O)(=O)N3CCN(c4ccccc4F)CC3)ccc21	6.7	i	i	i	-3.1	-3.5	i	i	i	i	i
CCC1CCCCN1C(=O)c1ccccc1OC1CCN(S(C)(=O)=O)CC1 (configuration not stated)	1.8	i	i	i	-4.6	6.4	i	i	i	i	i
CCCOc1cccc(C(=O)NCCNC(=O)c2ccccn2)c1	14.7	i	i	i	-5.5	-1.2	i	i	i	i	i
Cc1nnc(Sc2nc3c(c(=O)n(C)c(=O)n3C)n2Cc2ccccc2Cl)s1	0.4	i	i	i	-9.5	1.5	i	i	i	i	i
C=CCNC(=O)C(=O)NCC(c1ccc2c(c1)OCO2)N1CCOCC1 (configuration not stated)	-2.5	i	i	i	-8.0	3.6	i	i	i	i	i
O=C1CC(N2CCN(c3ccccn3)CC2)C(=O)N1c1ccc(F)cc1 (configuration not stated)	0.7	i	i	i	-6.2	-6.6	i	i	i	i	i

Structures listed so far shown as hits in TRPC4 potent.
SMILES | Platelet DG rel | KCNQ1 inh | KCNQ1 pot | TRPC4 potent | DYRK1A inh | TRPC4 block | PolyA inh | TRPC4 act | KCNK9 inh | KCNK3 inh
Cc1ccnc(NS(=O)(=O)c2ccc(CC(C)C)cc2)c1 | 9.6 | i | i | 13* | 35.0 | i | i | i | i | i

Next section
SMILES	Platelet DG rel	KCNQ1 inh	KCNQ1 pot	TRPC4 potent	hERG protect	DYRK1A inh	TRPC4 block	PolyA inh	TRPC4 act	KCNK9 inh	KCNK3 inh
CCCNC(=O)c1cc(-c2ccc(OC)cc2)on1	0.2	i	i	i	-12.7	5.0	i	i	i	i	i
COc1cc(/C=C2\C(=O)ON=C2c2ccccc2)cc(Cl)c1O	12.8	i	i	i	-42.6	-0.3	-8*	i	i	i	-8.87*
Cc1cc(C)nc(SCC(=O)NN=C2CCCC2)n1	11.4	i	i	i	-12.7	-4.2	i	i	i	i	i
COc1ccc(OC)c(NC(=S)N2CCN(Cc3ccccc3)CC2)c1	1.4	i	i	i	-2.6	11.7	i	i	i	i	i
Cc1ccc(-c2nnc(SCc3ccc(C#N)cc3)n2Cc2ccco2)cc1	6.8	i	i	i	-13.6	4.8	i	i	i	i	i
COc1c(/C=N/NC(=O)c2ccccc2O)c(CCN(C)C(C)=O)cc2c1OCO2	u	i	i	i	-12.3	-1.3	i	i	i	i	i
CN(C)CCNC(=O)c1c(CSc2ccccc2)noc1C(=O)NCc1ccccc1	3.1	i	i	i	-6.1	-8.2	i	i	i	i	i
CNC(=O)Cn1nc(C)c2ccccc2c1=O	3.2	i	i	i	-12.1	-12.1	i	i	i	i	i
CCOC(=O)C(CC)n1cnc2c(oc3ccccc32)c1=O (configuration not stated)	5.0	i	i	i	-4.6	6.8	i	i	i	i	i
Cc1ccc(-n2c(SCC(=O)N3CCOCC3)nnc2-c2ccncc2)cc1C	11.4	i	i	i	-13.3	0.1	i	i	i	i	i
O=C(NC1CCN(C(=O)c2cccc([N+](=O)[O-])c2)CC1)c1ccccc1	-2.7	i	i	i	-3.0	-0.4	i	i	i	i	i
Cc1ccc(OCC(=O)Oc2c(C)cccc2C)cc1	0.0	i	i	i	-9.5	0.9	i	i	i	i	i
O=C(CN(C(=O)CCC(=O)Nc1ccccn1)c1ccccc1F)NCc1ccc2c(c1)OCO2	3.5	i	i	i	-11.0	-4.2	i	i	i	i	i
COC(=O)c1sccc1NS(=O)(=O)c1ccc(OC)cc1	8.3	i	i	i	-3.4	0.2	i	i	i	i	i
COc1ccccc1NC(=O)N(Cc1ccccc1)C1=NCC(C)S1 (configuration not stated)	-2.5	i	i	i	-10.8	-1.6	i	i	i	i	i
O=C(C1=COCCO1)N1CCN(c2nc3ccc([N+](=O)[O-])cc3s2)CC1	2.6	i	i	i	-10.2	5.3	i	i	i	i	i
N#Cc1nc(-c2cccc3ccccc23)oc1NCCN1CCCCC1	-1.5	i	i	i	-22.0	7.0	i	i	i	i	i
Cc1ccccc1-c1nc(CS(=O)CC(=O)NC2CC2)c(C)o1 (configuration not stated)	-1.9	i	i	i	-3.1	-0.3	i	i	i	i	i
CC1CCCCC1NC(=O)c1ccc(S(=O)(=O)NCC2CCCO2)cc1 (configuration not stated)	16.5	i	i	i	-18.6	2.0	i	i	i	i	i
CCOC(=O)c1cc(C)n(Cc2cccc(OC)c2OC)c1C	1.9	i	i	i	-8.4	-2.9	i	i	i	i	i
CCn1c(SCC(=O)Nc2ccc(OC)cc2)nc2nc3c(cc2c1=O)COC(C)(C)C3	x	i	i	i	-11.8	x	i	i	i	i	i
O=C(c1ccccc1)N1CCC(c2nc3c(nnn3Cc3ccco3)c(=O)[nH]2)CC1	-10.1	i	i	i	-11.7	1.8	i	i	i	i	i
CC(=O)Nc1ccc(S(=O)(=O)Nc2nccc(/C=C/c3ccc(Cl)cc3)n2)cc1	-4.0	i	i	i	-6.3	-0.5	i	i	i	i	i
COc1ccccc1-n1cc(CN2CCN(CC=C(C)C)C(CCO)C2)cn1 (configuration not stated)	1.1	i	i	i	-3.8	14.0	i	i	i	i	i
CC(C(=O)NCCS(=O)(=O)c1ccc(Br)cc1)S(=O)(=O)c1ccc(Cl)cc1 (configuration not stated)	0.1	i	i	i	-0.9	-2.7	i	i	i	i	i
CN(C)c1ccc(C(=O)/C=C/c2ccco2)cc1	7.2	i	i	i	-3.5	-6.7	i	i	i	i	i
O=C(CN1CCCN(S(=O)(=O)c2ccc(Br)cc2)CC1)Nc1ccc2c(c1)OCO2	2.4	i	i	i	-10.7	x	i	i	i	i	x
O=C(N1CCCCC1)N1CCCN(C(=O)N2CCCCC2)CC1	6.4	i	i	i	-10.5	1.9	i	i	i	i	i
Cc1cnn(C(=S)NCC2CCCO2)c1 (configuration not stated)	13.1	i	i	i	-14.1	3.3	i	i	i	i	i
O=C(N1CCCC1)C12CCC3CC(CC(C3)C1)C2	1.4	i	i	i	-9.3	-0.2	i	i	i	i	i
CC1CCCN(CC(O)COc2ccc(-c3ccccc3)cc2)C1 (configuration not stated)	-4.3	i	i	i	-10.7	0.0	i	i	i	i	i
Cc1ccccc1OCC(=O)NCC(=O)OCc1ccc(Br)cc1	-9.5	i	i	i	-10.4	-0.1	i	i	i	i	i
CCOc1ccc2nc(NC(=O)c3cccc(-c4cc5ccccc5oc4=O)c3)sc2c1	7.8	i	i	i	-1.4	-4.3	i	i	i	i	i
CCOC(=O)C1(CCOc2ccccc2)CCN(Cc2cccc(-n3cccn3)c2)CC1	-0.7	i	i	i	-40.4	-4.1	i	i	98*	i	i
Cc1cc(C)n(C(=O)c2cc3c(s2)CCCC3)n1	-8.1	i	i	i	-7.1	7.3	i	i	i	i	i
COC(=O)Cc1cc(=O)[nH]c(/N=C(\N)Nc2ccccc2C)n1	8.9	i	i	i	0.6	4.2	i	i	i	i	i
CCN(C(=O)COc1ccc(C(=O)c2ccccc2)cc1)c1ccccc1	3.5	i	i	i	-10.7	2.1	i	i	i	-8.43*	i
C=CCN(CC=C)C(=O)CN1C(=O)NC(c2ccccc2)(c2ccccc2)C1=O	11.5	i	i	i	-5.5	-5.1	i	i	i	i	i
Cc1ccc(C(=O)c2cn[nH]c2-c2cc(Cl)ccc2O)cc1	6.0	i	i	i	-9.0	25.8	i	i	i	i	i
Cc1nnc(C)c2c(C)n(-c3ccc4ncccc4c3)c(C)c12	3.8	i	i	i	-5.0	x	i	i	i	i	i
O=C(Nc1ccnc(-c2cccnc2)n1)c1ccc(Cl)c(Cl)c1	3.4	i	i	i	-6.7	5.7	i	i	i	i	i
COc1ccc(OC)c(NC(=O)c2csc(Cl)c2OC)c1	-10.6	i	i	i	-4.8	8.6	i	i	i	i	i
CC(C)(C)NC(=O)CN(C(=O)CS(=O)CC(=O)Nc1ccc(F)cc1)c1ccc(F)c(Cl)c1 (configuration not stated)	11.8	i	i	i	-3.7	2.8	i	i	i	i	i
Cc1ccc(C)c(NC(=O)c2nnn(Cc3ccccc3C)c2N)c1	-4.4	i	i	i	-18.9	-4.6	i	i	i	i	i
COc1ccc(CCNC(=S)N2CCN(S(=O)(=O)c3cccc(F)c3)CC2)cc1	-0.8	i	i	i	-8.7	8.3	i	i	i	i	i
COc1ccccc1CNC(=O)CN1C(=O)CSc2ccc(S(=O)(=O)N3CCCC3)cc21	0.2	i	i	i	-17.8	-1.8	i	i	i	i	i
CC(C)(C)C(=O)c1no[n+]([O-])c1/C(=N/O)C(C)(C)C	-5.8	6*	i	i	-10.2	-1.8	i	i	i	i	i
CCCC(=O)Nc1ccc(NC(=O)c2ccccc2F)cn1	-4.9	i	i	i	-2.5	-0.4	i	i	i	i	i
COc1ccc(N2CCN(C(=O)CCCN3C(=O)c4cccc5cccc(c45)C3=O)CC2)cc1	-5.0	i	i	i	-13.4	3.9	i	i	i	i	i
O=C(Nc1ccccc1C(F)(F)F)N1CCN(c2ccc3nncn3n2)CC1	12.2	i	i	i	-4.2	-1.3	x	i	i	i	i
Cc1ccc(C)c(NC(=O)c2cc(C)nc3ccccc23)c1	-12.9	i	i	i	-5.1	2.9	i	i	i	i	i

Assay outcomes as filed in PubChem.
